GLS inh: qHTS for Inhibitors of Glutaminase (GLS) | Glutaminase kidney isoform, mitochondrial (Homo sapiens), O94925 | 410,000 compounds, 0.21% hits | GLS enzymatic activity, qHTS titration | Potency, µM (doses to about 45.5 µM), without a hit: top-dose activity change, negative = inhibition, usual class: inhibitors; note: % is set by controls: 0 for no effect and ±100 for the full control effect
Target sequence (O94925 whole entry, looked up, canonical isoform): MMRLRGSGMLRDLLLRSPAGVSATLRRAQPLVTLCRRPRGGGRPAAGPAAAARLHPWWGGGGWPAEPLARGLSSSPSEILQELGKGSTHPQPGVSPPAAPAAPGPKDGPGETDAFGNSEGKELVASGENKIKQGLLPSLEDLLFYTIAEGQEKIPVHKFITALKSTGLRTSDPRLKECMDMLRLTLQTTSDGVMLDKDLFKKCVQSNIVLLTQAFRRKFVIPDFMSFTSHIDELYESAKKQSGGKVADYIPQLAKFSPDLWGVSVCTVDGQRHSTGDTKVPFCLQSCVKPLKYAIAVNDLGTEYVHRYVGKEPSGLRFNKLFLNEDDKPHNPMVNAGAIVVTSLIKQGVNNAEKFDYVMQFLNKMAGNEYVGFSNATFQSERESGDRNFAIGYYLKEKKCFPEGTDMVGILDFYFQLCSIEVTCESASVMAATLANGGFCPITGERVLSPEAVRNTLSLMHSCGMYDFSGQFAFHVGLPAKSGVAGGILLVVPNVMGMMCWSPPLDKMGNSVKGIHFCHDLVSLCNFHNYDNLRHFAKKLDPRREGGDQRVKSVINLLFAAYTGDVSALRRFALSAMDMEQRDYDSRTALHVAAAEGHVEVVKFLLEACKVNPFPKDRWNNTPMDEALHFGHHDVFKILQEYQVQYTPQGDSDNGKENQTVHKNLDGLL
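Assay buffer: 45 mM KH2PO4 pH 8.2, 0.02% Tween-20. hKGA acts on L-glutamine (1 mM solution added); product glutamate is reported by an oxidase/peroxidase Amplex Red coupling, with fluorescence taken at baseline and 30 min.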
ERG-DNA inh: qHTS for Small Molecule Inhibitors of the ERG Ets/DNA interaction; Transcriptional regulator ERG (Homo sapiens), P11308; fluorescence polarization, His-ERG Ets domain / labelled DNA; Potency, µM (doses to about 76.9 µM), for the others: at the highest dose FP activity, negative = inhibition, most hits filed as inhibitors; 370,000 compounds, 0.028% hits; active = well fitted inhibition curve with a large enough effect in the polarisation, with a control signal flat; inconclusive = small, poorly fitted or top-dose-only effect, or effect the other way, or a change in a side signal; inactive = no such curve, though single readings can be large or run the other way; the % refers to the polarisation;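 note: polarization taken with two DNA probes labelled with fluorescein and Texas red; % of control where 0% means no effect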
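His-tagged ERG Ets domain (1 uM in the protein solution; 300mM KCl, 50mM Tris-HCl, 1mM EDTA, 1mM DTT, pH 7.5) received compound, then a probe mix of 5 nM fluorescein-DNA and 100nM Texas-615-DNA. Fluorescence polarization was read for both dyes.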
12-LOX inh: Primary qHTS assay for inhibitors of human arachidonate 12S-lipoxygenase (ALOX12): Round 2; Polyunsaturated fatty acid lipoxygenase ALOX12 (Homo sapiens), P18054; purified 12hLO, xylenol orange hydroperoxide absorbance; Potency, µM (titrated, usually from 108 µM), for the others: top-dose activity change, negative = inhibition, hits mostly inhibitors; 580,000 compounds, 1.1% hits; AID 1671190, 2021; note: % is set by controls: 0 for no effect and ±100 for the full control effect
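Purified human 12hLO (150 nM final) in 25 mM Hepes, 0.01% Triton X-100, pH 7.0 was preincubated 15 min at room temperature with compound. Then 40 uM arachidonic acid was added, 30 min. Hydroperoxide was read by Fe-XO absorbance ratio 573/405 nm.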
HP1b binding inh: HTS for Inhibitors of HP1-beta Chromodomain Interactions with Methylated Histone Tails | 390,000 compounds, 0.56% hits | Potency, µM (highest dose often 114 µM), for inactives: at the highest dose activity change, negative = inhibition, usual class: inhibitors | Chromobox protein homolog 1 (Homo sapiens), P83916 | AlphaScreen HP1-beta / biotin-H3K9me3 peptide binding; note: nearly all actives have a fitted effect of over 70% in size; inactives centre near 23
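AlphaScreen: HP1-beta (50 nM) preformed 30 min with biotin-H3(1-18)K9me3 peptide (50 nM) in PBS pH 7.4, 0.01% Tween-20. Compound added for 30 min at RT, then streptavidin donor/nickel chelate acceptor beads (10 ug/mL) for 30 min.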
PGK inhibitor: qHTS Assay to Find Inhibitors of Phosphoglycerate Kinase. 380,000 compounds, 0.043% hits. PGK/GAPDH coupled, Kinase-Glo luminescence, 60 min. Phosphoglycerate kinase, glycosomal (Trypanosoma brucei brucei), P07378. Potency, µM (top dose mostly 57.5 µM), inactives show at the highest dose activity change, negative = inhibition, most hits filed as inhibitors. AID 602233, 2012; note: % is set by controls: 0 for no effect and ±100 for the full control effect; nearly all actives have a fitted effect of over 60% in size
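Luminescent ATP detection (Kinase-Glo Plus) follows a 60-minute room-temperature incubation, with wells lacking PGK as controls. Buffer: 100 mM TEA (pH 7.6), 5 mM MgCl2, 0.01% Tween-20. Coupling enzyme GAPDH (100 nM final) supplies unstable 1,3-BPG in-well.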
RGS4 inhibitor: Inhibitors of Regulator of G Protein Signaling (RGS) 4: qHTS; Regulator of G-protein signaling 4 (Homo sapiens), P49798; Transcreener GDP fluorescence polarization, RGS4-accelerated GTP hydrolysis; Potency, µM (top dose mostly 114 µM), inactives show at the highest dose activity change, negative = inhibition, actives largely listed as inhibitors; 390,000 compounds, 0.039% hits; note: % is set by controls: 0 for no effect and ±100 for the full control effect; nearly all actives have a fitted effect of over 75% in size; some results filed as inactive show a strong effect at the top dose
Target sequence (P49798 whole entry, looked up): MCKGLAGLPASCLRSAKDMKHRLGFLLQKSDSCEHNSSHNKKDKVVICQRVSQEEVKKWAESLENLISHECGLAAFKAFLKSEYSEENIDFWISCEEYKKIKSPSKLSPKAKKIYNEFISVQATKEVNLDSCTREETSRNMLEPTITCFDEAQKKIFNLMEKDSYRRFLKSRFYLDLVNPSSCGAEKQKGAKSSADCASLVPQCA
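MLSMR compounds (23 nl, pin-transferred) preincubated 10 min at room temperature with a 500nM (2x) first reagent, then RGS4 at 900nM (2x) plus Transcreener GDP mix added; fluorescence polarization (620/688 nm) read before and after 90 min at 30 °C.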
JMJD2A Tudor inh: qHTS Assay for Inhibitors of JMJD2A-Tudor Domain. AlphaScreen JMJD2A-Tudor / H3K4me3 peptide binding. Lysine-specific demethylase 4A (Homo sapiens), O75164. Potency, µM (highest dose often 114 µM), for inactives: at the top dose activity change, negative = inhibition, most hits filed as inhibitors. 390,000 compounds, 4.4% hits; note: % is set by controls: 0 for no effect and ±100 for the full control effect; nearly all actives have a fitted effect of over 50% in size
Pin1 inh: qHTS Assay to Find Inhibitors of Pin1 | Pin1 FP peptide displacement, HiFluor488, 10 min | AID 504891, 2011 | 390,000 compounds, 0.009% hits | Potency, µM (series often up to 115 µM), for the others: at the top dose activity, negative = inhibition, actives largely listed as inhibitors; active = well fitted inhibition curve with a large enough effect in the polarisation, with a control signal flat, not every such curve was filed as active; inconclusive = small, poorly fitted or top-dose-only effect, or effect the other way, or a change in a side signal; inactive = no such curve, though single readings can be large or run the other way; the % refers to the polarisation; note: % is set by controls: 0 for no effect and ±100 for the full control effect
Target sequence (Q13526 whole entry, looked up): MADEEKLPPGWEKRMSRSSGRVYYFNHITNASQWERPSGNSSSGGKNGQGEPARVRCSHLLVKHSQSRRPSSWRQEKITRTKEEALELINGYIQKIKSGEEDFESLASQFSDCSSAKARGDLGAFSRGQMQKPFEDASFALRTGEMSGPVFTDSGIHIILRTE
rTrxR1 inhibitor: qHTS Assay for Inhibitors of Mammalian Selenoprotein Thioredoxin Reductase 1 (TrxR1): qHTS | Thioredoxin reductase 1, cytoplasmic (Rattus norvegicus), O89049 | recombinant rTrxR1, NADPH fluorescence consumption, selenite substrate | Potency, µM (titrated, usually from 114 µM), for inactives: top-dose activity change, negative = inhibition, most hits filed as inhibitors | 390,000 compounds, 1% hits; note: % is set by controls: 0 for no effect and ±100 for the full control effect; nearly all actives have a fitted effect of over 65% in size
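Rat TrxR1 (90 nM in the dispensed reagent) was pre-reduced with 400 uM NADPH for 5 min at room temperature, then incubated with compound for 15 min. After 400 uM selenite was added, NADPH fluorescence (Ex 340/Em 450 nm) was followed for 8 min.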
* hit, by the source's call; i = inactive; ? = inconclusive; / = not tested or not shown; & = joins results of further samples; [ ] = another dose, or the depositor's remark. Unless noted, calls come from the whole dose curve; as a rule, active = well fitted curve in the direction sought with a large enough effect; inconclusive = small, poorly fitted or top-dose-only effect, or another doubt; inactive = no such curve, though single readings can be large; an effect the other way counts as inactive or inconclusive. Potency is the fitted concentration of half-maximal effect. An excerpt; the hit share may differ from the screen's.

SMILES	GLS inh	ERG-DNA inh	12-LOX inh	HP1b binding inh	PGK inhibitor	RGS4 inhibitor	JMJD2A Tudor inh	Pin1 inh	rTrxR1 inhibitor
O=C(c1ccccc1)n1c(=O)cc[nH]c1=O	2%	-4%	-5%	33%	1%	31%	-8%	-4%	32%[57.1 µM]
CC(=O)N1[C@H](C)C=C[C@]1(Cc1ccccc1)C(=O)NCc1cc(F)cc(C(F)(F)F)c1	5%	-3%	-10%	34%	6%	19%	-15%	-7%	3%
CCOC(=O)c1ccc(NC(=O)CN2C(=O)CCC2=O)cc1	1%	9%	134%[activator]	32%	-4%	12%	-3%	-4%	12%[57.1 µM]
COc1ccc(-c2cc(C(F)(F)F)nc(N3CCN(C)CC3)n2)cc1	12%	-2%	?	-7%	4%	-4%	?	5%	-4%
c1ccc(COCCN2CCN(CCOCc3ccccc3)CC2)cc1	2%	-5%	-1%	18%	5%	10%	-5%	3%	-10%
Cc1cc(CNC(=O)C2CCC(=O)N(CCc3cccc(F)c3)C2)nn1C (stereo unspecified)	-16%	10%	3%	33%	-1%	-15%	-3%	-3%	-8%
Cc1c(C)c2ccc(OCC(=O)N(C)C3CCS(=O)(=O)C3)c(C)c2oc1=O (stereo unspecified)	-7%	-9%	44%[activator]	47%[activator]	-7%	1%	?	1%	41%
Cc1[nH]c(=O)[nH]c(=O)c1S(=O)(=O)N1CCN(c2ccccc2Cl)CC1	3%	-15%	-9%	20%	6%	11%	8%	-2%	-2%[57.1 µM]
CC(=O)N1CCc2cc(S(=O)(=O)NC(C(=O)NC(C)c3ccccc3)C(C)C)ccc21 (stereo unspecified)	-21%	3%	-5%	29%	-9%	-9%	8%	-1%	-12%
Cn1c(=O)n(CC(=O)NCC2CCCO2)c(=O)c2c3c(sc21)COC(C)(C)C3 (stereo unspecified)	3%	-3%	-7%	38%	i	1%	-15%	0%	28%
CNC(=O)CN(CCc1ccccc1)S(=O)(=O)c1ccc(OC)cc1	-2%	-6%	0%	15%	i	6%	-5%	-12%	28%
CC1CCN(C(=O)COC(=O)Cc2c[nH]c3ccccc23)CC1	4%	6%	-6%	27%	-1%	-52%	-18%	1%	4%
COc1ccc(-c2cn3c(n2)sc2cc(C(=O)NCCc4ccccc4)ccc23)cc1	-8%	-2%	-7%	20%	i	13%	-20%	4%	-12%
COc1ccc(S(=O)(=O)N(C)c2ccc(C(=O)N3CCCCC3)cc2)cc1OC	1%	-8%	9%	10%	3%	13%	-7%	3%	3%
Cc1c(-c2nsc(NC(=O)c3cccs3)n2)nnn1-c1ccc(F)cc1	-11%	-9%	-20%	-8%	i	3%	-8%	0%	29%[57.1 µM]
CCOc1cc(N2CCOCC2)c(OCC)cc1NC(=O)CN1C(=O)NC(Cc2ccccc2)C1=O (stereo unspecified)	75%[activator]	-8%	-13%	27%	-5%	-36%	4%	3%	1%
O=C(CCCCCn1c(=O)[nH]c2ccccc2c1=O)NCCCN1CCN(c2ccccc2F)CC1	19%	-7%	-12%	0%	-6%	23%	-17%	-11%	10%[57.1 µM]
COC(=O)Cn1ncc2c3ccccc3n(Cc3ccccc3)c2c1=O	1%	-5%	4%	18%	1%	9%	-10%	-1%	-1%
CNS(=O)(=O)c1cccc(C(=O)OCC(=O)Nc2ccc(-c3nc4ccc(C)cc4s3)cc2)c1	-1%	11%	/	57%[activator]	0%	-14%	-4%	30%[activator]	6%
CC(C)OC(=O)CN1C(=O)S/C(=C/c2ccc(N3CCCCC3)o2)C1=O	24%	/	?	-14%	-5%	?	?	?	?
Nc1nc(CCl)nc(Nc2ccccc2)n1	4%	9%	0%	45%[activator]	-8%	-22%	3%	2%	-4%
O=C(Nc1ccccc1)C1=C(O)CC(c2ccoc2)CC1=Nc1ccccc1 (stereo unspecified)	-3%	/	-8%	-1%	-4%	-28%	?	4%	?
CC1CCCCC1NS(=O)(=O)CCNC(=O)c1ccccc1 (stereo unspecified)	10%	/	-21%	8%	-5%	27%	-5%	4%	-9%
Cc1cc(C)cc(NC(=O)C(OC(=O)Cn2cnc3c2c(=O)n(C)c(=O)n3C)c2ccccc2)c1 (stereo unspecified)	-8%	1%	8%	26%	-9%	-12%	-4%	2%	2%
Cc1cnc2c(c1SCC(=O)N(C)c1ccccc1)c(=O)n(C)c(=O)n2C	1%	-2%	-17%	34%	-6%	10%	-5%	-1%	12%[57.1 µM]

Full records, quoted from the list:
`COC(=O)Cn1ncc2c3ccccc3n(Cc3ccccc3)c2c1=O` across the screens: GLS inh: 1%; ERG-DNA inh: -5%; 12-LOX inh: 4%; HP1b binding inh: 18%; PGK inhibitor: 1%; RGS4 inhibitor: 9%; JMJD2A Tudor inh: -10%; Pin1 inh: -1%; rTrxR1 inhibitor: -1%
`O=C(Nc1ccccc1)C1=C(O)CC(c2ccoc2)CC1=Nc1ccccc1` (stereo unspecified) across the screens: GLS inh: -3%; ERG-DNA inh: /; 12-LOX inh: -8%; HP1b binding inh: -1%; PGK inhibitor: -4%; RGS4 inhibitor: -28%; JMJD2A Tudor inh: ?; Pin1 inh: 4%; rTrxR1 inhibitor: ?

Additional records follow.
SMILES	GLS inh	ERG-DNA inh	12-LOX inh	HP1b binding inh	PGK inhibitor	RGS4 inhibitor	JMJD2A Tudor inh	Pin1 inh	rTrxR1 inhibitor
O=C(c1cc(-c2ccc(Cl)cc2)n(-c2cc(Cl)ccc2Cl)n1)N1CCOCC1	3%	1%	?	8%	4%	23%	-9%	-1%	-11%
CN(C)S(=O)(=O)c1cccc(COC(=O)c2cccnc2Cl)c1	-2%	-12%	-7%	19%	0%	11%	3%	-1%	13%
O=C(c1ccc(Br)o1)N1CCCc2ccccc21	6%	3%	16%&0%	12%	2%	19%	5%	0%	-12%
O=C1CN(C(=O)Nc2ccccc2C(F)(F)F)C(c2ccccc2)c2c(sc3c2CCCC3)N1 (stereo unspecified)	14%	7%	-28%	17%	i	6%	-12%	4%	11%
COc1cc(/C=N/Nc2nc(=O)[nH]nc2C)ccc1O	30%[activator]	-5%	9%	43%[activator]	-10%	-5%[11.4 µM]	-1%[11.4 µM]	5%	-8%
CSc1nnnn1-c1ccc(C)c(Cl)c1	0%	-2%	3%	53%[activator]	-9%	25%	13%	10%	-15%
COc1ccc(/C=N/NC(=O)C2c3ccccc3Oc3ccccc32)c(OC)c1	-4%	2%	-8%	24%	-1%	-29%	13%	6%	-6%
COc1ccc(/C=C/C(=O)c2cc(Br)ccc2OC(=O)c2ccco2)cc1OC	-1%	-4%	-8%	29%	0%	-8%	-17%	0%	25%
O=C(NCCCN1CCOCC1)c1cc2c(s1)CSC2	8%	-3%	14%	21%	1%	-32%	-10%	11%	8%
CCCC(=O)C1=C(O)C(C(=O)OC)C(C)(C)CC1=Nc1ccncc1 (stereo unspecified)	-1%	-3%	0%	68%[activator]	i	14%	-11%	3%	1%[57.1 µM]
O=C(Nc1sc2c(c1C(=O)O)CCCC2)c1ccc(Cl)cc1	2%	6%	?	25%	-6%	-36%	-23%	7%	1%
CCOc1ccc(C(=O)n2cnnc2N)cc1	1%	0%	10%	19%	9%	8%	-16%	-1%	0%
Cc1ccc2c(c1)N(C(=O)Nc1cccc3c1CCCC3)CCO2	-4%	-1%	-2%	34%	i	4%	-15%	6%	22%
CC(C)CNC(=O)C(=O)NCc1ccccc1	6%	4%	-9%	16%	4%	8%	-1%	-1%	-1%
COc1cccc(-c2ccc3c(c2)S(=O)(=O)c2cccc(C(=O)O)c2C3=O)c1OC	1%	-18%	?	18%	1%	12%	?	-1%	-16%
O=C(NC1CC1)C1=C[C@@H](c2csc3ccccc23)C[C@@H](OCc2ccc(CO)cc2)O1	4%	-6%	1%	5%	4%	12%	-31%	2%	10%
O=C(Nc1ccc2[nH]c(=O)[nH]c2c1)C(F)(F)F	18%	-6%	142%[activator]	36%	-3%	8%	-5%	-1%	-9%
O=C(CCS(=O)(=O)c1ccc(Cl)cc1)Nc1nccs1	-11%	8%	-15%	25%	i	-39%	-12%	-1%	-9%
Cc1ccccc1-c1cc(C(=O)NCc2cccc(Br)c2)n(CC2CC(c3cccnc3)=NO2)n1 (stereo unspecified)	-4%	17%	40µM*	18%	0%	-10%	-22%	8%	33%
COc1ccc(Cc2nc3ccc(C(=O)N4CCCCC4CCO)cc3o2)cc1 (stereo unspecified)	13%	-3%	12%	18%	2%	-43%[56.9 µM]	?	-5%	-5%
CCOC(=O)c1cc(NC(=O)/C=C\C(=O)O)ccc1Cl	1%	-3%	3%	45%[activator]	-7%	-14%	-13%	3%	-5%[57.1 µM]
CCOc1ccc(NC(=O)c2c(NC(=O)Cc3ccccc3)sc3c2CCCCC3)cc1	-16%	3%	?	?	6%	?	?	19%	-10%

High-throughput results deposited in PubChem BioAssay by National Center for Advancing Translational Sciences (NCATS).
